PLK1 PBD inh: qHTS for Inhibitors of PLK1-PDB (polo-like kinase 1 - polo-box domain): Primary Screen; 360,000 compounds, 2.8% hits; AID 720504, 2013; Potency, µM, for inactives: max response, negative = inhibition, usual class: inhibitors; Plk1 PBD binding of FITC phosphopeptide, fluorescence polarization; Serine/threonine-protein kinase PLK1 (Homo sapiens), P53350; also: potency is read from the fitted curve at half-maximal effect; series mostly up to about 57 µM; % is scaled to controls: 0 for no effect and ±100 for the full control effect; nearly all actives have a fitted effect of over 65% in size
Target sequence (P53350 whole entry, looked up, the tested form may be a part): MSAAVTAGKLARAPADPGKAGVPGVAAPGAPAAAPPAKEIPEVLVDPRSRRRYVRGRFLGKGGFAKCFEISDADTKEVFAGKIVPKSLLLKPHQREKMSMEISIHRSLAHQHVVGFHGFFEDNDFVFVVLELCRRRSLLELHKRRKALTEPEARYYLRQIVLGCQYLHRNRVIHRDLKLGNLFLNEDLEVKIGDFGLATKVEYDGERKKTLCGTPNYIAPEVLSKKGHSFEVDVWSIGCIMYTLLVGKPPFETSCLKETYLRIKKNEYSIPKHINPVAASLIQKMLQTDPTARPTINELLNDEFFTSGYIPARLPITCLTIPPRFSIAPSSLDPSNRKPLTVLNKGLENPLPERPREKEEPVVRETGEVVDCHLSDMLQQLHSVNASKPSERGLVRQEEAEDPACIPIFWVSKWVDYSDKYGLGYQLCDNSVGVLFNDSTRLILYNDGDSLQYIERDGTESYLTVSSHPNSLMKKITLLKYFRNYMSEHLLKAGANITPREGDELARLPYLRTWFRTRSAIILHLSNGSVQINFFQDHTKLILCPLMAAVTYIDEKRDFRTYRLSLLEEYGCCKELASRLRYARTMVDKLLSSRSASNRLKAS
WRN helicase inh: qHTS for Inhibitors of WRN Helicase; Bifunctional 3'-5' exonuclease/ATP-dependent helicase WRN (Homo sapiens), Q14191; WRN helicase unwinding, fluorescent forked duplex, kinetic; Potency, µM (highest dose often 114 µM), inactives show at the top dose activity change, negative = inhibition, usual class: inhibitors; 360,000 compounds, 0.46% hits; AID 651768, 2012; also: potency is read from the fitted curve at half-maximal effect; % is scaled to controls: 0 for no effect and ±100 for the full control effect; nearly all actives have a fitted effect of over 55% in size
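Kinetic red-fluorescence monitoring (525/598 nm) tracks WRN helicase activity after 100 nM fluorophore-quencher forked duplex and 2 mM ATP are added to 20 nM enzyme pretreated 15 min at room temperature with compound.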
EPAC2 agonist: qHTS for Agonist of cAMP-regulated guanine nucleotide exchange factor 4 (EPAC2): primary screen | AID 720711, 2013 | EPAC2 activation, biochemical qHTS; response scale: 100% = 6.5 mM cAMP response | 360,000 compounds, 0.079% hits | Rap guanine nucleotide exchange factor 4 (Homo sapiens), Q8WZA2 | Potency, µM (doses to about 154 µM), without a hit: at the top dose activation, hits mostly activators; also: potency is read from the fitted curve at half-maximal effect; nearly all actives have a fitted effect of over 50% in size
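Guanine nucleotide exchange by EPAC2 is measured as reduced fluorescence of BODIPY-GDP once it is released from 250 nM Rap1B. Plates are read kinetically for 30 min at room temperature; results are scaled to 6.5 mM cAMP.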
IL-2 act: qHTS of IL-2 Activators. IL-2 activation reporter assay, cell-based qHTS; stimulated with anti-CD3/CD4/CD28 beads; in transgenic mouse T cells. activation, % (series mostly up to about 46 µM). 360,000 compounds, 0.065% hits; in the data active = activation above about 50%; inconclusive = mostly about 30% to 49%; also: 0% is about no effect
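Readout: EGFP and DsRed signals by fluorescent plate cytometry. Unstimulated transgenic mouse T cells received compound 60 min before antibody-bead stimulation, then incubated 18 h at 37 degrees C.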
EPAC1 antag: qHTS for Antagonist of cAMP-regulated guanine nucleotide exchange factor 3 (EPAC1): primary screen; Potency, µM (doses to about 115 µM), without a hit: at the highest dose activity change, negative = inhibition, most hits filed as inhibitors; 360,000 compounds, 0.14% hits; EPAC1 GEF assay, Rap1b-BODIPY-GDP exchange fluorescence; Rap guanine nucleotide exchange factor 3 (Homo sapiens), O95398;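 also: potency is read from the fitted curve at half-maximal effect; plate controls were vehicle for no effect and positive control for full effect; nearly all actives have a fitted effect of over 50% in size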
EPAC1 agonist: qHTS for Agonist of cAMP-regulated guanine nucleotide exchange factor 3 (EPAC1): primary screen; Rap guanine nucleotide exchange factor 3 (Homo sapiens), O95398; 360,000 compounds, 0.073% hits; Potency, µM (series often up to 154 µM), without a hit: at the highest dose activation, most hits filed as activators; EPAC1 agonist qHTS, biochemical assay; response scale: 100% = response to 6.5 mM cAMP; also: potency is read from the fitted curve at half-maximal effect; nearly all actives have a fitted effect of over 60% in size
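Normalized to 6.5 mM cAMP, activity reflects EPAC1-catalysed release of BODIPY-GDP from Rap1B, followed kinetically over 30 min at 480 nm excitation, 540 nm emission. Reaction contained 100 nM EPAC1, 250 nM Rap1B-BODIPY-GDP, 50 uM GDP.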
CCT chaperon mod: High-Throughput Screening for Modulators of Cytosolic Chaperonin Activity. purified chaperonin ATPase assay, HTRF ADP detection, 30 min. activity change, % (no concentration beside the values), hits read low. 360,000 compounds, 0.3% hits; in the data active = activity change below about -30%; also: % is scaled to controls: 0 for no effect and ±100 for the full control effect
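ATPase activity: ADP formed was measured by HTRF Transcreener (665/615 nm ratio) after 30 min at 37 deg C with 10 uM ATP. Compounds screened at one 76 uM concentration against 40 or 20 nM TRiC in Tris pH 7.4/KCl/MgCl2/DTT buffer.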
PI5P4K alpha inh: qHTS for Inhibitors of phosphatidylinositol 5-phosphate 4-kinase (PI5P4K). max response, %. 330,000 compounds, 1.2% hits. AID 652105, 2013. PI5P4Kalpha enzyme, ADP-Glo luminescence, 60 min; hits give low values. Phosphatidylinositol 5-phosphate 4-kinase type-2 alpha (Homo sapiens), P48426; active = max response of -50% or lower; inconclusive = between -30% and -50%; inactive = -30% or higher; also: value at the top dose of about 77 µM; % is scaled to controls: 0 for no effect and ±100 for the full control effect
Target sequence (P48426 whole entry, looked up): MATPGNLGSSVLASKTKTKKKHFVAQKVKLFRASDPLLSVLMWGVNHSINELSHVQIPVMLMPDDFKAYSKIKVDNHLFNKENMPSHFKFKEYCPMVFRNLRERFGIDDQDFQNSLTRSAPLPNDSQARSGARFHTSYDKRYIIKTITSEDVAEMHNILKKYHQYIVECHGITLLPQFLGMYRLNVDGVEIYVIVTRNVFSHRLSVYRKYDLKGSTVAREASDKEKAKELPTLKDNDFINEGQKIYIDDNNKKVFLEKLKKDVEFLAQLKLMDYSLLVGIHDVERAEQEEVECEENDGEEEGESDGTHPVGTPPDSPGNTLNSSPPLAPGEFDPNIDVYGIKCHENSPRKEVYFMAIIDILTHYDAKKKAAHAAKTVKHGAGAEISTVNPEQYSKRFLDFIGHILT
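Reactions run in 0.038 M HEPES pH 7.4, 0.28 mM EGTA, 0.1% CHAPS and 5% DMSO, with PI5P4Kalpha, substrate, compound and 5 microM ATP final, one hour at room temperature. Readout is ADP-Glo luminescence.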
Active calls of the source: *; ? = inconclusive; . = no result given; [ ] = remark or other dose. Unless noted, calls follow the shape of the dose curve; as a rule, active = well fitted curve in the direction sought with a large enough effect; inconclusive = small, poorly fitted or top-dose-only effect, or another doubt; inactive = no such curve, though single readings can be large; an effect the other way counts as inactive or inconclusive. An excerpt; count on the stated rates, not on these rows.

The first 2 records, ahead of the listing:
SMILES | PLK1 PBD inh | WRN helicase inh | EPAC2 agonist | IL-2 act | EPAC1 antag | EPAC1 agonist | CCT chaperon mod | PI5P4K alpha inh
COc1ccc(CCNC(=O)COC(=O)CCC(=O)c2ccc(F)cc2)cc1 | -8.4% | -32.1% | -5.3% | -2.7 | -13.4% | -7.0% | -1.8 | -4.7
CC(C)OCCCNC(=O)C1CCN(S(=O)(=O)N2CCCC2)CC1 | ? | 0.6% | -2.7% | 1.5 | -7.9% | -2.8% | 0.8 | 0.2

Main list, from the first entry:
SMILES | PLK1 PBD inh | WRN helicase inh | EPAC2 agonist | IL-2 act | EPAC1 antag | EPAC1 agonist | CCT chaperon mod | PI5P4K alpha inh
COc1ccc(CCNC(=O)COC(=O)CCC(=O)c2ccc(F)cc2)cc1 | -8.4% | -32.1% | -5.3% | -2.7 | -13.4% | -7.0% | -1.8 | -4.7
CC(C)OCCCNC(=O)C1CCN(S(=O)(=O)N2CCCC2)CC1 | ? | 0.6% | -2.7% | 1.5 | -7.9% | -2.8% | 0.8 | 0.2
O=C(N/N=C/c1ccc(N2CCOCC2)cc1)c1ccccn1 | -6.3% | -5.5% | 4.3% | -0.1 | 11.9% | 5.3% | -2.1 | -14.6
CC(=O)NC1(C(F)(F)F)C(=O)N(Cc2ccccc2)C2=C1C(=O)CC(C)(C)C2 (centres undefined) | -0.8% | 0.4% | -22.9% | 0.8 | -0.8% | -2.8% | -1.6 | 2.0
O=C(CS(=O)(=O)c1ccc(F)cc1)Nc1nccs1 | 2.8% | -4.0% | 2.3% | 1.0 | -7.5% | 3.0% | 0.9 | 1.8
Cc1nn(CC2CC2)c(=O)n1-c1ccc(Cl)cc1 | -8.4% | -31.4% | 6.8% | 2.0 | 7.2% | 4.1% | -2.1 | -0.6
COc1cc(CN(C)c2ccc(S(=O)(=O)N3CCCC3)cn2)ccc1OC(F)F | -6.5% | -24.9% | -0.1% | 1.2 | -7.3% | -0.5% | 2.6 | 4.1
CCOC(=O)c1cc(CC)sc1NC(=O)COC(=O)c1ccccn1 | -2.4% | -12.1% | 3.6% | 5.1 | 20.6% | -1.9% | 1.6 | 1.0
COc1ccc(C(=O)NCCCn2ccnc2)cc1[N+](=O)[O-] | -3.1% | -14.3% | -2.4% | -0.4 | 6.6% | -6.5% | 2.7 | -7.2
Cc1[nH]c2ccc(S(N)(=O)=O)cc2c1C | -8.1% | 2.2% | 5.8% | -3.2 | -4.8% | 5.3% | -1.4 | .
CC(C)C(OC(=O)c1cccs1)C(=O)NCc1ccco1 (centres undefined) | -7.2% | -4.4% | 14.0% | -2.2 | -1.3% | 13.0% | -2.3 | .
CCNS(=O)(=O)c1ccc(NC(=O)c2c(-c3ccccc3)noc2C)cc1 | -7.6% | 4.1% | 3.6% | 2.9 | -14.4% | -2.5% | -0.4 | -11.8
CCc1ccc(C2=CSC3=NCCN23)cc1 | -6.0% | -8.2% | 5.0% | 0.2 | 3.2% | 2.7% | 2.0 | 7.4
O=C(Cn1nc2ccccc2n1)N/N=C/c1cc([N+](=O)[O-])ccc1O | 7.52µM* | -19.7%[57.1 µM] | 0.8% | 1.3 | -32.8% | -1.4% | -3.5 | ?
Cc1nnc2sc(SCC(=O)Nc3ccc(Cl)cc3)nn2c1=O | 6.6% | -4.7%[57.1 µM] | 6.0% | 0.6 | -13.6% | -3.1% | -2.9 | 4.7
C#Cc1ccc([C@@H]2C=C(C(=O)O)O[C@H](OCC)[C@H]2CCCO)cc1 | -29.6% | -35.5%[57.1 µM] | 5.9% | -0.3 | -6.8% | -9.7% | -1.1 | -0.5
Cc1ccc(C(C)NC(=O)c2cccs2)cc1 (centres undefined) | -10.6% | -0.5% | -3.0% | 0.2 | 19.0% | 4.5% | -1.3 | 0.1
CCOc1ccccc1/C=C/C(=O)c1ccc(Cl)cc1 | -9.0% | 0.3% | 4.8% | -0.1 | -8.8% | 3.1% | -1.3 | 21.6
CN1CCCN(C(=O)c2cc3c(s2)CCCC3)CC1 | -19.6% | 4.8% | 7.9% | -2.2 | -6.4% | 3.7% | 0.2 | 1.4
O=C(c1ccccc1)N1CCN(C2CCCCC2)CC1 | 0.3% | 4.2% | -7.5% | -0.2 | 14.2% | -0.4% | 2.2 | -2.6
Cc1ccc(NC(=S)Nc2cccc3cnccc23)c(C)c1 | ? | -5.9% | 4.5% | 1.1 | -2.9% | 13.9% | 0.6 | 2.6
COc1ccc(C(c2nnnn2C2CCCC2)N2CCC(C)CC2)cc1 (centres undefined) | 1.4% | -3.5% | 13.5% | 0.4 | -5.2% | 2.5% | -2.4 | 1.0
O=C(C1=C[C@@H](C2CC2)C[C@@H](OCc2ccc(CO)cc2)O1)N1CCN(Cc2ccc3c(c2)OCO3)CC1 | -14.1% | -1.5% | 11.8% | 0.1 | -4.3% | -13.1% | -1.6 | -2.0
CCCCS(=O)(=O)N1CCC(C(=O)Oc2ccc(Cl)cc2)CC1 | -13.0% | 4.3% | 3.9% | 0.9 | -14.2% | -6.8% | -1.6 | 5.3
COC(=O)c1[nH]c2ccccc2c1NC(=O)C(C)N1CC(C)OC(C)C1 (centres undefined) | -14.6% | 2.0% | 7.3% | -1.2 | -6.2% | 10.8% | -0.2 | 2.6
Following part
SMILES | PLK1 PBD inh | WRN helicase inh | EPAC2 agonist | IL-2 act | EPAC1 antag | EPAC1 agonist | CCT chaperon mod | PI5P4K alpha inh
O=C(COc1ccccc1)NC(NC(=S)Nc1ccccc1O)C(Cl)(Cl)Cl (centres undefined) | -18.6% | -19.2% | 4.9% | 1.9 | 0.0% | 6.5% | -0.5 | -1.8
Cc1ccc(O)c(-c2cc(C(=O)Nc3c(C)n(C)n(-c4ccccc4)c3=O)[nH]n2)c1 | 2.5% | -11.8% | 12.5% | -0.4 | -8.2% | 5.3% | -1.2 | -4.0
CN(C)Cc1c(C(=O)N/N=C/c2ccccc2OCc2ccc(F)cc2)nnn1-c1nonc1N | -24.6% | 15.0% | 8.6% | -1.1 | -12.5% | 8.1% | -0.2 | 4.3
NC(=O)CC(NC(=O)Cc1ccc(Br)cc1)c1ccc(N2CCCCCCC2)c([N+](=O)[O-])c1 (centres undefined) | -13.5% | -1.5% | -0.6% | -1.5 | -19.2% | -14.8% | -4.9 | -2.3
Cc1[nH]c(=O)[nH]c(=O)c1/C=N/NC(=O)[C@H](CC(C)C)NC(=O)OC(C)(C)C | -1.9% | 0.8% | 0.4% | -1.8 | 6.2% | -8.9% | 0.4 | 1.0
COCCNC(=S)N1CCCN(c2nc3cc(C)ccc3cc2C#N)CC1 | ? | 5.1% | -1.7% | -3.4 | -0.9% | 8.9% | 0.4 | 1.7
COc1ccc(N2CCN(C(=O)CSc3nnc(-c4ccc5[nH]c(C)c(C)c5c4)o3)CC2)cc1 | 1.3% | -15.2% | 16.2% | 0.6 | -8.4% | 3.0% | -5.4 | .
CCOc1ccc(C(=O)Nc2cccc(-c3ccc(N4CCOCC4)nn3)c2)cc1OCC | -4.7% | -4.8% | -11.6% | -0.2 | -5.2% | -6.9% | 3.1 | -2.4
Cc1ccc(CNC(=O)c2ccc(CN3CCOCC3)cc2)cc1 | -14.8% | 4.2% | 2.6% | 3.1 | -0.5% | 5.5% | -1.1 | -1.4
O=C1CN(C(=O)CSc2nc3cc(Cl)ccc3c(=O)n2Cc2ccccc2)c2ccccc2N1 | -9.4% | -17.0%[57.1 µM] | 4.5% | -1.4 | -13.7% | 19.0% | -0.6 | -7.8
COc1cc(CN2C[C@@H](CO)O[C@@H](n3cnc4c(N5CCN(c6ccccc6)CC5)ncnc43)C2)cc(OC)c1OC | -14.1% | -10.1% | 12.0% | -0.5 | -7.9% | 5.7% | -1.1 | -8.6
COC(=O)N/N=C\c1cccc(OC(=O)c2cccs2)c1 | -2.8% | -4.5% | 4.5% | -0.2 | 0.2% | 6.6% | 0.4 | 1.2
CCNC(=O)COc1ccc(C=O)cc1OC | 6.9% | -19.0%[57.1 µM] | 3.2% | -0.1 | 11.3% | 0.0% | 0.2 | 1.0
O=C(NCC(c1cccnc1)N1CCN(c2ccccc2F)CC1)C1CCCCC1 (centres undefined) | -8.0% | -4.3% | 5.2% | 2.0 | 0.7% | 0.8% | 0.8 | 8.8
CCCCCn1c(=O)[nH]c2cc(C(=O)NCc3ccccn3)ccc2c1=O | -14.4% | -3.4% | 6.5% | 0.4 | -14.5% | 7.9% | 1.6 | ?
Cc1ccc(-c2c(C(=O)N/N=C/c3cccs3)nnn2-c2nonc2N)cc1 | -10.0% | -8.4% | 16.7% | 0.8 | -15.3% | -0.1% | -3.1 | -14.3
CS(=O)(=O)Nc1ccc(Br)cc1C(=O)c1ccccc1 | -3.7% | 4.2% | 5.6% | -0.5 | 11.4% | 5.0% | -1.2 | 0.1
COc1cc(NC(=O)c2cc3c(C)nc4ccccc4c3o2)cc(OC)c1OC | -8.3% | ? | 0.5% | -3.6 | -8.5% | 1.3% | 0.1 | 6.1
CCOc1ccc(S(=O)(=O)N2CCCC(C(=O)NC3CCCC3)C2)cc1 (centres undefined) | -6.8% | -32.1% | 3.8% | -1.7 | 3.6% | -2.0% | -3.0 | -4.0
COCCn1c(N)c(N(Cc2ccccc2)C(=O)c2cc3ccccc3o2)c(=O)[nH]c1=O | -8.4% | 6.5% | 5.8% | -0.5 | 0.0% | 13.0% | 1.2 | -7.9
CCCOc1ccc(/C=N/n2nnnc2N)cc1OC | -0.9% | -7.1% | 1.7% | 0.5 | -10.4% | 5.0% | -0.1 | 14.0
COc1cccc(CNC(=O)c2cc(S(=O)(=O)N3CCCCC3)ccc2C)c1 | -3.3% | 2.3% | 11.2% | -0.4 | 4.8% | 6.9% | -3.0 | -0.8
COc1ccc2[nH]cc(C(=O)CN3CCCC(C)(C)C3)c2c1 | 6.0% | 7.9% | 8.0% | -1.5 | 17.6% | 3.2% | -2.2 | -5.3
OCC1(CCOc2ccccc2)CCN(Cc2ccc3cccc(F)c3n2)CC1 | -9.0% | 12.6% | 19.9% | -4.7 | 6.6% | 0.6% | -1.8 | 0.2

From PubChem BioAssay
